# Screens from PubChem.
# INS-1E rescue: INS-1E beta cell protection from cytokine death. INS-1E cytokine-induced death, ATP luminescence, 48 h; normalised: neutral wells 0, positive control 100. protection from cytokine-induced ATP loss, % at 10 µM. hit rate 0.1% among 20,000;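 active = mean replicate protection from cytokine-induced ATP loss at least 50% and at least 75% of replicates each reaching 50%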
#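 Material: INS-1E rat cells; Quantity: 8000 cells/well; Buffer or medium: phenol-red-free RPMI with 5% fetal bovine serum; Probe or stimulus: cytokine cocktail of IFN-γ, TNF-α and IL-1β; Compound dosing: single test concentration per compound, delivered by pin transfer; Incubation: 48 h co-treatment, 10 min post-lysis read; Signal: CellTiter-Glo luminescence.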
# T cruzi HTS: inhibitors of intracellular Trypanosoma cruzi; intracellular Trypanosoma cruzi in host cells, plate reader; activity score (inhibition), % at 5.01 µM; hit rate 4.9% among 22,000; AID 651903; in the data active = activity score above about 55%;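 also: parasites and compound incubated about four days before reading; 0% = median of neutral control wells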
# * marks the source's active call; other numbers are inactive results; nt = no result given.
Compound | INS-1E rescue | T cruzi HTS
C[C@H]1CN([C@@H](C)CO)C(=O)c2cccc(NC(=O)c3ccc(-c4nccs4)cc3)c2O[C@@H]1CN(C)C(=O)Nc1ccccc1 | 6 | -18
CNC[C@@H]1OCCCC[C@@H](C)Oc2ccc(NC(=O)CCC(F)(F)F)cc2C(=O)N([C@H](C)CO)C[C@@H]1C | 2 | -6
C[C@@H]1CN([C@@H](C)CO)C(=O)c2cc(NS(=O)(=O)c3ccccc3)ccc2O[C@H]1CN(C)Cc1ccncc1 | 1 | -4
C[C@@H]1CN([C@H](C)CO)C(=O)c2cc(NS(C)(=O)=O)ccc2O[C@H]1CN(C)C(=O)Nc1ccc(C(F)(F)F)cc1 | 0 | -26
C[C@@H]1CN([C@@H](C)CO)C(=O)c2cccc(NS(=O)(=O)c3ccccc3)c2O[C@@H]1CN(C)C(=O)Nc1ccccc1 | 3 | -3
COc1ccc(CN(C)C[C@@H]2Oc3ccc(NC(=O)Nc4ccc(F)cc4)cc3CC(=O)N([C@H](C)CO)C[C@@H]2C)cc1 | 7 | 15
C[C@H](CO)N1C[C@H](C)[C@@H](CN(C)C(=O)NC2CCCCC2)Oc2c(NC(=O)NC3CCCCC3)cccc2C1=O | -2 | 1
Cc1ccc(S(=O)(=O)N(C)C[C@H]2Oc3ccc(NC(=O)Cn4cnnn4)cc3CC(=O)N([C@H](C)CO)C[C@H]2C)cc1 | -15 | 1

Compound | INS-1E rescue | T cruzi HTS
C[C@@H]1CN([C@@H](C)CO)C(=O)c2cc(NC(=O)C3CCCCC3)ccc2O[C@H]1CN(C)Cc1ccc(C(=O)O)cc1 | 0 | 0
Cc1noc(C)c1NC(=O)N(C)C[C@H]1Oc2ccc(NC(=O)C3CC3)cc2C(=O)N([C@H](C)CO)C[C@H]1C | 7 | -7
C[C@H](CO)N1C[C@H](C)[C@H](CN(C)Cc2cccnc2)OCc2cn(nn2)CCCC1=O | nt | -19
C[C@@H]1CCCCO[C@H](CN(C)C(=O)Nc2ccc(F)cc2)[C@@H](C)CN([C@H](C)CO)C(=O)c2cc(NS(=O)(=O)c3cccs3)ccc2O1 | 1 | -18
C[C@@H]1CN([C@H](C)CO)C(=O)Cc2cc(NC(=O)NC3CCCCC3)ccc2O[C@@H]1CN(C)C(=O)Nc1ccccc1 | 10 | -5
C[C@H]1CN([C@@H](C)CO)C(=O)c2cccc(NC(=O)C3CC3)c2O[C@@H]1CN(C)Cc1ccc(-c2ccccc2)cc1 | -2 | 24
C[C@@H]1CN([C@@H](C)CO)C(=O)c2cccc(NC(=O)NC3CCCCC3)c2O[C@H]1CN(C)Cc1ccc(C(F)(F)F)cc1 | -6 | 85*
C[C@@H]1CN([C@@H](C)CO)C(=O)CCCn2cc(nn2)CO[C@@H]1CN(C)C(=O)Nc1cccc(C(F)(F)F)c1 | nt | -20

Compound | INS-1E rescue | T cruzi HTS
CC(C)NC(=O)N(C)C[C@@H]1Oc2ccc(NC(=O)c3ccncc3)cc2CC(=O)N([C@@H](C)CO)C[C@@H]1C | 7 | -15
C[C@@H]1CN([C@H](C)CO)C(=O)c2cc(NC(=O)NC3CCCCC3)ccc2O[C@H]1CN(C)Cc1ccncc1 | nt | -1
C[C@@H]1CN([C@H](C)CO)C(=O)c2cc(NC(=O)Cc3ccccc3)ccc2O[C@H]1CN(C)Cc1ccc(Cl)c(Cl)c1 | -17 | 23
C[C@@H]1CN([C@H](C)CO)C(=O)c2cc(NC(=O)C3CC3)ccc2O[C@@H]1CN(C)S(=O)(=O)c1ccc(F)cc1 | 5 | -14
COc1ccc(S(=O)(=O)Nc2ccc3c(c2)C(=O)N([C@@H](C)CO)C[C@H](C)[C@@H](CN(C)Cc2ccc4c(c2)OCO4)O3)cc1 | nt | 2
C[C@H]1CN([C@@H](C)CO)C(=O)Cc2cc(NC(=O)Nc3ccccc3)ccc2O[C@@H]1CN(C)Cc1ccc(C(F)(F)F)cc1 | -24 | 27
C[C@@H]1CN([C@H](C)CO)C(=O)c2cc(NC(=O)Nc3cccc4ccccc34)ccc2O[C@H]1CN(C)S(=O)(=O)c1cn(C)cn1 | nt | -15
C[C@@H]1CN([C@H](C)CO)C(=O)c2cccc(NS(=O)(=O)c3ccccc3)c2O[C@H]1CN(C)Cc1ccc(Cl)c(Cl)c1 | 10 | 12

# A different layout for 4 compounds above.
# The line under a structure holds: INS-1E rescue, T cruzi HTS
> C[C@@H]1CN([C@H](C)CO)C(=O)c2cc(NC(=O)Cc3ccccc3)ccc2O[C@H]1CN(C)Cc1ccc(Cl)c(Cl)c1
 : -17, 23
> C[C@@H]1CN([C@H](C)CO)C(=O)c2cc(NC(=O)C3CC3)ccc2O[C@@H]1CN(C)S(=O)(=O)c1ccc(F)cc1
 : 5, -14
> COc1ccc(S(=O)(=O)Nc2ccc3c(c2)C(=O)N([C@@H](C)CO)C[C@H](C)[C@@H](CN(C)Cc2ccc4c(c2)OCO4)O3)cc1
 : nt, 2
> C[C@H]1CN([C@@H](C)CO)C(=O)Cc2cc(NC(=O)Nc3ccccc3)ccc2O[C@@H]1CN(C)Cc1ccc(C(F)(F)F)cc1
 : -24, 27

# Following part.
Compound | INS-1E rescue | T cruzi HTS
C[C@H](CO)N1C[C@H](C)[C@H](CN(C)Cc2ccncc2)Oc2ccc(NC(=O)Nc3ccc4c(c3)OCO4)cc2CC1=O | 3 | -8
C[C@H]1CN([C@@H](C)CO)C(=O)Cc2cc(NC(=O)CCN3CCOCC3)ccc2O[C@H]1CN(C)CC1CCCCC1 | -13 | -47
C[C@H]1CN([C@@H](C)CO)C(=O)c2cc(NC(=O)CCN3CCOCC3)ccc2O[C@H]1CN(C)S(=O)(=O)c1ccc(Cl)cc1 | -1 | 4
C[C@@H]1CN([C@@H](C)CO)C(=O)c2cc(NC(=O)CCC(F)(F)F)ccc2O[C@@H]1CN(C)Cc1ccncc1 | 0 | 1
Cc1ccc(S(=O)(=O)Nc2ccc3c(c2)C(=O)N([C@@H](C)CO)C[C@@H](C)[C@H](CN(C)CC2CCCCC2)O3)cc1 | 6 | 21
C[C@@H]1CCCCO[C@@H](CN(C)S(=O)(=O)c2cn(C)cn2)[C@@H](C)CN([C@H](C)CO)C(=O)c2cc(N(C)C)ccc2O1 | 6 | -22
COc1ccc(NC(=O)N(C)C[C@H]2Oc3c(NC(=O)Nc4ccc5c(c4)OCO5)cccc3C(=O)N([C@@H](C)CO)C[C@H]2C)cc1 | 8 | -40
Cc1noc(C)c1NC(=O)N(C)C[C@H]1Oc2ccc(NC(=O)C3CCCCC3)cc2C(=O)N([C@@H](C)CO)C[C@@H]1C | 4 | 0

smiles | INS-1E rescue | T cruzi HTS
C[C@@H]1CCCCO[C@H](CN(C)S(C)(=O)=O)[C@@H](C)CN([C@H](C)CO)C(=O)c2cc(NC(=O)c3ccccc3)ccc2O1 | 3 | -18
C[C@@H]1CN([C@H](C)CO)C(=O)c2cccc(NS(=O)(=O)c3ccccc3)c2O[C@H]1CN(C)C(=O)Nc1cccc2ccccc12 | 2 | -1
C[C@@H]1CN([C@H](C)CO)C(=O)CCCn2nncc2CO[C@H]1CN(C)C(=O)C1CC1 | nt | -3
COc1ccc(S(=O)(=O)Nc2ccc3c(c2)CC(=O)N([C@@H](C)CO)C[C@@H](C)[C@@H](CN(C)S(=O)(=O)c2cn(C)cn2)O3)cc1 | 13 | -13
COc1ccc(S(=O)(=O)Nc2ccc3c(c2)CC(=O)N([C@H](C)CO)C[C@@H](C)[C@@H](CN(C)C(=O)Nc2ccccc2)O3)cc1 | 3 | -23
Cc1ccc(S(=O)(=O)N(C)C[C@@H]2Oc3c(NC(=O)C4CCOCC4)cccc3C(=O)N([C@H](C)CO)C[C@@H]2C)cc1 | 6 | -29
COc1ccc(NC(=O)N(C)C[C@H]2OCCCC[C@@H](C)Oc3ccc(NC(=O)Nc4ccc(F)cc4)cc3C(=O)N([C@H](C)CO)C[C@@H]2C)cc1 | 0 | -10
C[C@H](CO)N1C[C@H](C)[C@H](CN(C)CC2CCCCC2)Oc2ccc(NC(=O)C3CCCCC3)cc2CC1=O | 1 | -75
C[C@@H]1CN([C@H](C)CO)C(=O)c2cc(NC(=O)CCCCCC(=O)Nc3ccccc3N)ccc2O[C@@H]1CN(C)S(=O)(=O)c1ccc(F)cc1 | 8 | 4
C[C@@H]1CN([C@H](C)CO)C(=O)Cc2cc(NC(=O)Nc3ccc(F)cc3)ccc2O[C@H]1CN(C)C(=O)Nc1ccc(C(F)(F)F)cc1 | -20 | 9
C[C@@H]1CN([C@H](C)CO)C(=O)c2cc(NC(=O)Cn3cnnn3)ccc2O[C@@H]1CN(C)S(=O)(=O)c1ccc(F)cc1 | 8 | 9
Cc1noc(C)c1NC(=O)Nc1ccc2c(c1)C(=O)N([C@H](C)CO)C[C@H](C)[C@H](CN(C)C(=O)Nc1ccc3c(c1)OCO3)OCCCC[C@@H](C)O2 | -10 | nt
C[C@@H]1CN([C@@H](C)CO)C(=O)c2cccc(NC(=O)Nc3ccc4c(c3)OCO4)c2O[C@H]1CN(C)Cc1ccc(C(F)(F)F)cc1 | -8 | 7
CC1(C)[C@H]2CC=C(/C=N\NC(=O)c3ccccc3O)[C@@H]1C2 | -9 | 5
O=C(O)CCCCCC(=O)N/N=C/c1ccc(Br)o1 | 10 | -14
C[C@@H]1CN([C@H](C)CO)C(=O)c2cccc(NC(=O)Nc3ccc(C(F)(F)F)cc3)c2O[C@H]1CN(C)S(=O)(=O)c1ccccc1 | -2 | 5
C[C@@H]1CN([C@H](C)CO)C(=O)Cc2cc(NC(=O)Cc3cn(C)c4ccccc34)ccc2O[C@@H]1CN(C)C(=O)Nc1cccc2ccccc12 | 7 | -1
C[C@H]1CN([C@@H](C)CO)C(=O)c2cccc(NC(=O)c3nc4ccccc4s3)c2O[C@@H]1CN(C)C(=O)NC1CCCCC1 | 2 | -4
C[C@@H]1CN([C@@H](C)CO)C(=O)CCCn2cc(nn2)CO[C@H]1CN(C)C(=O)Nc1cccc(F)c1 | nt | -12
C[C@@H]1CN([C@@H](C)CO)C(=O)c2cccc(NC(=O)c3nc4ccccc4s3)c2O[C@@H]1CN(C)Cc1ccc(C(F)(F)F)cc1 | -56 | 61*
C[C@@H]1CN([C@@H](C)CO)C(=O)c2cccc(NS(C)(=O)=O)c2O[C@H]1CN(C)Cc1ccc2c(c1)OCO2 | 3 | -22
COc1ccc(S(=O)(=O)N(C)C[C@H]2Oc3c(NC(=O)C4CCOCC4)cccc3C(=O)N([C@H](C)CO)C[C@@H]2C)cc1 | 9 | -5
C[C@H]1CN([C@@H](C)CO)C(=O)c2cccc(NS(=O)(=O)c3ccc(F)cc3)c2O[C@H]1CN(C)Cc1ccc(C(F)(F)F)cc1 | -18 | 51
Cc1noc(C)c1NC(=O)Nc1cccc2c1O[C@H](CN(C)C)[C@H](C)CN([C@@H](C)CO)C2=O | 8 | -17
COc1ccc(S(=O)(=O)Nc2ccc3c(c2)C(=O)N([C@H](C)CO)C[C@H](C)[C@H](CN(C)S(=O)(=O)c2ccc(Cl)cc2)OCCCC[C@@H](C)O3)cc1 | 0 | 30

# 2 neighbouring compounds already listed:
smiles | INS-1E rescue | T cruzi HTS
C[C@@H]1CCCCO[C@H](CN(C)S(C)(=O)=O)[C@@H](C)CN([C@H](C)CO)C(=O)c2cc(NC(=O)c3ccccc3)ccc2O1 | 3 | -18
C[C@@H]1CN([C@H](C)CO)C(=O)c2cccc(NS(=O)(=O)c3ccccc3)c2O[C@H]1CN(C)C(=O)Nc1cccc2ccccc12 | 2 | -1

# Following part:
smiles | INS-1E rescue | T cruzi HTS
C[C@H](CO)N1C[C@H](C)[C@@H](CN(C)C(=O)Nc2ccccc2)Oc2c(NC(=O)C3CC3)cccc2C1=O | 5 | -19
COc1ccc(S(=O)(=O)Nc2cccc3c2O[C@@H](CN(C)C)[C@H](C)CN([C@H](C)CO)C3=O)cc1 | 5 | -5
COc1ccc(NC(=O)Nc2ccc3c(c2)C(=O)N([C@H](C)CO)C[C@H](C)[C@H](CN(C)C(=O)NC(C)C)O3)cc1 | nt | -3
O=C(CCCCCC(=O)N/N=C/c1cc(O)ccc1[N+](=O)[O-])NO | -5 | -5
CC(C)NC(=O)Nc1ccc2c(c1)C(=O)N([C@@H](C)CO)C[C@@H](C)[C@H](CN(C)C(=O)Nc1ccc(F)cc1)O2 | 11 | -27
C[C@@H]1CN([C@@H](C)CO)C(=O)c2cccc(NS(=O)(=O)c3cccs3)c2O[C@H]1CN(C)C(=O)Nc1ccccc1 | 5 | 11
C[C@H](CO)N1C[C@H](C)[C@H](CN(C)S(C)(=O)=O)Oc2c(NC(=O)c3ccncc3)cccc2C1=O | 12 | -26
CC(C)NC(=O)Nc1ccc2c(c1)C(=O)N([C@@H](C)CO)C[C@H](C)[C@H](CN(C)Cc1ccncc1)O2 | 11 | -5
C[C@H](CO)N1C[C@H](C)[C@@H](CN(C)Cc2ccc3c(c2)OCO3)Oc2ccc(NC(=O)Nc3ccc(C(F)(F)F)cc3)cc2C1=O | -4 | 4
C[C@@H]1CN([C@H](C)CO)C(=O)Cc2cc(NC(=O)CCCCCC(=O)Nc3ccccc3N)ccc2O[C@@H]1CN(C)S(C)(=O)=O | -11 | -34
C[C@H]1CN([C@@H](C)CO)C(=O)Cc2cc(NC(=O)CCN3CCOCC3)ccc2O[C@@H]1CN(C)C(=O)NC1CCCCC1 | 8 | -17
C[C@@H]1CCCCO[C@@H](CN(C)Cc2ccc(C(F)(F)F)cc2)[C@@H](C)CN([C@H](C)CO)C(=O)c2cc(NC(=O)Nc3ccccc3)ccc2O1 | -3 | 68*
C[C@@H]1CN([C@@H](C)CO)C(=O)Cc2cc(NS(=O)(=O)c3ccc(F)cc3)ccc2O[C@@H]1CN(C)C(=O)Nc1cccc2ccccc12 | -1 | 11
C[C@H](CO)N1C[C@H](C)[C@H](CN(C)S(=O)(=O)c2ccccc2)Oc2ccc(NC(=O)Cc3ccccc3)cc2C1=O | -2 | 0
C[C@H]1CN([C@@H](C)CO)C(=O)CCCn2nncc2CO[C@@H]1CN(C)C(=O)Nc1ccccc1C(F)(F)F | nt | -3

# The list is partial (hit frequency here may not be typical).
